# Assay outcomes as filed in PubChem.
# ERG Ets-DNA blk: blocks human ERG Ets domain binding to DNA. Potency, µM (doses to about 76.9 µM), without a hit: at the top dose FP activity, negative = inhibition, hits mostly inhibitors. AID 624246. fluorescence polarization, His-ERG Ets domain / labelled DNA. 370,000 compounds, 0.028% hits. P11308; active = well fitted inhibition curve with a large enough effect in the polarisation, with a control signal flat; inconclusive = small, poorly fitted or top-dose-only effect, or effect the other way, or a change in a side signal; inactive = no such curve, though single readings can be large or run the other way; the % refers to the polarisation;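 note: polarization taken with two DNA probes labelled with fluorescein and Texas red; potency is the fitted concentration of half-maximal effect; % of control where 0% means no effect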
#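 His-tagged ERG Ets domain (1 uM in the protein solution; 300mM KCl, 50mM Tris-HCl, 1mM EDTA, 1mM DTT, pH 7.5) received compound, then a probe mix of 5 nM fluorescein-DNA and 100nM Texas-615-DNA. Fluorescence polarization was read for both dyes.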
# ALOX12 inh: blocks human arachidonate 12S-lipoxygenase; purified 12hLO, xylenol orange hydroperoxide absorbance; Potency, µM (top dose mostly 108 µM), inactives show at the top dose activity change, negative = inhibition, hits mostly inhibitors; 580,000 compounds, 1.1% hits; P18054; note: potency is the fitted concentration of half-maximal effect; % is set by controls: 0 for no effect and ±100 for the full control effect
#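 Purified human 12hLO (150 nM final) in 25 mM Hepes, 0.01% Triton X-100, pH 7.0 was preincubated 15 min at room temperature with compound. Then 40 uM arachidonic acid was added, 30 min. Hydroperoxide was read by Fe-XO absorbance ratio 573/405 nm.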
# RGS4 inh: human RGS4 inhibition; Potency, µM (titrated, usually from 114 µM), inactives show at the top dose activity change, negative = inhibition, actives largely listed as inhibitors; 390,000 compounds, 0.039% hits; Transcreener GDP fluorescence polarization, RGS4-accelerated GTP hydrolysis; AID 504845; note: potency is the fitted concentration of half-maximal effect; % is set by controls: 0 for no effect and ±100 for the full control effect; nearly all actives have a fitted effect of over 75% in size; some results filed as inactive show a strong effect at the top dose
#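 MLSMR compounds (23 nl, pin-transferred) preincubated 10 min at room temperature with a 500nM (2x) first reagent, then RGS4 at 900nM (2x) plus Transcreener GDP mix added; fluorescence polarization (620/688 nm) read before and after 90 min at 30 °C.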
# HP1b binding inh: HP1-beta chromodomain-methylated histone interaction inhibition; AlphaScreen HP1-beta / biotin-H3K9me3 peptide binding; 390,000 compounds, 0.56% hits; P83916; Potency, µM (series often up to 114 µM), for inactives: at the highest dose activity change, negative = inhibition, most hits filed as inhibitors; note: potency is the fitted concentration of half-maximal effect; nearly all actives have a fitted effect of over 70% in size; inactives centre near 23
#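 Compound inhibition of the preformed complex between 50 nM HP1-beta and 50 nM biotinylated H3K9me3 peptide was read by AlphaScreen. Buffer was PBS pH 7.4 with 0.01% Tween-20. Incubations ran 30 min at room temperature, with 10 ug/mL donor/acceptor beads.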
# BAZ2B block: inhibitors of human BAZ2B bromodomain; AID 504333; AlphaScreen BAZ2B-H3K14Ac peptide displacement; 360,000 compounds, 4.4% hits; Q9UIF8; Potency, µM (top dose mostly 114 µM), for inactives: at the top dose activity change, negative = inhibition, usual class: inhibitors; note: potency is the fitted concentration of half-maximal effect; % is set by controls: 0 for no effect and ±100 for the full control effect; nearly all actives have a fitted effect of over 60% in size
# Target sequence (Q9UIF8 whole entry, looked up): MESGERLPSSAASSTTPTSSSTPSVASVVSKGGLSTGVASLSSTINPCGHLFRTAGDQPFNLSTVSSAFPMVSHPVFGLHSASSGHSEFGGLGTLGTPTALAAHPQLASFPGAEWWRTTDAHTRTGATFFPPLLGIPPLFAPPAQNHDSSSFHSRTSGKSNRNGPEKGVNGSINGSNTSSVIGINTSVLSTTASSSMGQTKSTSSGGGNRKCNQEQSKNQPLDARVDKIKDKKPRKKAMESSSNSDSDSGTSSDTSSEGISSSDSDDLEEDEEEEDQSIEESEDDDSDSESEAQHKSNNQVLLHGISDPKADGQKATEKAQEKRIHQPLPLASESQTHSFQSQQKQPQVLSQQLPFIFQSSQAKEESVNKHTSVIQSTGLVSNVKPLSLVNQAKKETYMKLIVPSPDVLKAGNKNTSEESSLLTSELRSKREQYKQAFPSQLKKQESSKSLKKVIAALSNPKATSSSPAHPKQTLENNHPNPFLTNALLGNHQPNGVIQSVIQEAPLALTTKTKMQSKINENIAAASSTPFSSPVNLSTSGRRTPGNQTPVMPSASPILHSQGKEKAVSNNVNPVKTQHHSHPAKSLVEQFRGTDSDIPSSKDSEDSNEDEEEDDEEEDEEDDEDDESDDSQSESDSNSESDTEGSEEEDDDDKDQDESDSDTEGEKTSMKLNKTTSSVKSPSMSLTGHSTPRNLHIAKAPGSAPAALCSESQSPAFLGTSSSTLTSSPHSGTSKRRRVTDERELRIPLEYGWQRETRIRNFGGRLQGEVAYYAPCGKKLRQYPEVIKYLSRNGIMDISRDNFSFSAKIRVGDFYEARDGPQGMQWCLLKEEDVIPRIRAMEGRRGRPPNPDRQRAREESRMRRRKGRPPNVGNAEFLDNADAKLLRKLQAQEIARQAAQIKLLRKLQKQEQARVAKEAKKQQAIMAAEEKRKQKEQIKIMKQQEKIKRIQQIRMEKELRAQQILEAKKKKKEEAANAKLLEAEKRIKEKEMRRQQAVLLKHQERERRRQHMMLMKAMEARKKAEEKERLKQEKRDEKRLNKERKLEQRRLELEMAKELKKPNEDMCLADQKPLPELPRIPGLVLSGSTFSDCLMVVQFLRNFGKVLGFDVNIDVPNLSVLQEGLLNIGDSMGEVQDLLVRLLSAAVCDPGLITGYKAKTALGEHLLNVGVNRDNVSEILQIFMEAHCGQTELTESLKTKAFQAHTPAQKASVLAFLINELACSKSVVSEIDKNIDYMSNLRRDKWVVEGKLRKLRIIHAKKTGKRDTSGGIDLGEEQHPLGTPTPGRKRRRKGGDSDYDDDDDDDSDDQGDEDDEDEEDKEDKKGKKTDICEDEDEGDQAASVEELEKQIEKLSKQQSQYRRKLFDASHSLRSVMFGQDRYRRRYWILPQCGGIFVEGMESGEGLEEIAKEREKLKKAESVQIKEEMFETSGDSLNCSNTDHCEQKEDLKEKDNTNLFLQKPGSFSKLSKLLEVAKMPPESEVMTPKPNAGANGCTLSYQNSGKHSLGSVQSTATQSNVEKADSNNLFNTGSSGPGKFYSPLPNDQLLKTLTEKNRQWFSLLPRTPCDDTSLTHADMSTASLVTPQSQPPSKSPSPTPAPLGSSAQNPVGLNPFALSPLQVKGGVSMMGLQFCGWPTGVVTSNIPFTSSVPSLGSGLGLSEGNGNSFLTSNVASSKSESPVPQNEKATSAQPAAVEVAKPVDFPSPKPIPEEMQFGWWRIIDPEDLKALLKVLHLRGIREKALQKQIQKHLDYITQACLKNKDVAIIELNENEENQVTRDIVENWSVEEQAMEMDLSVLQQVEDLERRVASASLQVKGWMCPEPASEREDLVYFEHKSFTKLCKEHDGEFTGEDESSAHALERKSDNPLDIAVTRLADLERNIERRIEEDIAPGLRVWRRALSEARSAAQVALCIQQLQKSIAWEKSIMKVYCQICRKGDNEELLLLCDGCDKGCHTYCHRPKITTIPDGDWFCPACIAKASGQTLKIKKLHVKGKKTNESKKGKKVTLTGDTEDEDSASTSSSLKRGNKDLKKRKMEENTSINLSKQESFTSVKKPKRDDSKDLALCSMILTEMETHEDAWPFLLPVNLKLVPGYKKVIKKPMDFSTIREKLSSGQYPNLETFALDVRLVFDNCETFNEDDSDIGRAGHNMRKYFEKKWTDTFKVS
#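 In this displacement format the biotinylated H3(5-23) peptide acetylated at Lys14 serves as ligand at 50 nM, with BAZ2B at 50 nM in PBS pH 7.4 containing 0.01% Tween-20. Donor and acceptor beads are 10 ug/mL final.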
# G9a block: inhibitors of human histone lysine methyltransferase G9a; Q96KQ7; G9a H3K9 monomethylation, AlphaScreen, 2 h; Potency, µM (highest dose often 102 µM), inactives show at the top dose activity, negative = inhibition, usual class: inhibitors; 350,000 compounds, 8.8% hits; AID 504332; note: potency is the fitted concentration of half-maximal effect; % is set by controls: 0 for no effect and ±100 for the full control effect; nearly all actives have a fitted effect of over 75% in size
#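 Using a bead-based AlphaScreen, monomethylated H3K9 product from 2 h room-temperature reactions (G9a 20 nM, peptide 500 nM, SAM 20 uM) was detected with 0.5 ug/mL rabbit anti-H3K9me1 antibody.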
# GLS inh: inhibitors of human glutaminase (GLS). AID 624170. 410,000 compounds, 0.21% hits. O94925. Potency, µM (top dose mostly 45.5 µM), for the others: at the top dose activity change, negative = inhibition, actives largely listed as inhibitors. GLS enzymatic activity, qHTS titration; note: potency is the fitted concentration of half-maximal effect; % is set by controls: 0 for no effect and ±100 for the full control effect
#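 hKGA; 45 mM KH2PO4 pH 8.2 + 0.02% Tween-20; cpd via pin tool; 1 mM Gln soln; GluOx/HRP/Amplex Red; RT 30 min; fluor. t0 & final.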
# JMJD2A Tudor inh: blocks the human JMJD2A Tudor domain | O75164 | AlphaScreen JMJD2A-Tudor / H3K4me3 peptide binding | Potency, µM (doses to about 114 µM), without a hit: at the top dose activity change, negative = inhibition, actives largely listed as inhibitors | 390,000 compounds, 4.4% hits | AID 504339; note: potency is the fitted concentration of half-maximal effect; % is set by controls: 0 for no effect and ±100 for the full control effect; nearly all actives have a fitted effect of over 50% in size
# PI4K2A block: blocks human PI4K2A kinase activity | 420,000 compounds, 0.13% hits | Q9BTU6 | activity change, negative = inhibition, % at 76.9 µM | purified PI4K2A, ADP-Glo luminescence, 1 h; active compounds read low | AID 1346378; in the data active = activity change below about -50%; inconclusive = mostly about -30% to -49%;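 note: -100% = wells without enzyme as full effect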
#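 ADP-Glo luminescence measured ADP generated by PI4K2A enzyme (4 ug/mL before mixing) with 1.2 mM PI substrate (pre-mix) and 300 microM ATP (pre-mix). Tris pH7.5 buffer with MgCl2, Triton X-100; 1 h reaction at ambient temperature.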
# * hit, by the source's call; u = inconclusive; x = not tested or not shown; & = joins results of further samples; [ ] = dose if it differs, or a comment. Unless noted, calls come from the whole dose curve; as a rule, active = well fitted curve in the direction sought with a large enough effect; inconclusive = small, poorly fitted or top-dose-only effect, or another doubt; inactive = no such curve, though single readings can be large; an effect the other way counts as inactive or inconclusive.
SMILES,ERG Ets-DNA blk,ALOX12 inh,RGS4 inh,HP1b binding inh,BAZ2B block,G9a block,GLS inh,JMJD2A Tudor inh,PI4K2A block
Cc1ccc(N/N=C(\C#N)C(=O)c2ccsc2)cc1,-2.3%,252.8%[activator],12.2%,-17.4%,u,u,17.0%,35.5µM*,-2.4
COc1ccc(CCNC(=O)c2ccc(CNS(=O)(=O)c3cccc(Cl)c3)cc2)cc1OC,-3.4%,3.7%,-23.8%,13.4%,40.1%[activator],38.6%[59 µM],2.7%,-8.2%[57.1 µM],-3.2
O=C(CC(c1ccccc1)c1ccccc1)NCCOCc1ccccc1,8.7%,-8.9%,0.1%,97.5%[activator],4.7%,x,-12.3%,8.2%,7.8
COC(=O)c1ccc(N2CCOCC2)c(F)c1,0.0%,21.1%,2.0%,18.9%,9.8%,23.5%,1.4%,-4.1%,0.7
CSc1ccccc1C(=O)C1CCCN(C(=O)c2ccc(N3CCOCC3)cc2)C1 (stereo not drawn),1.1%,3.1%,19.2%,36.2%,-19.0%,x,-2.1%,-17.0%,1.9
COc1ccc(NC(=O)CSc2nc3c(oc4ccccc43)c(=O)n2-c2ccccc2)cc1OC,-1.9%,-11.0%,-8.0%,39.5%[activator],-1.8%,0.3%[59 µM],4.0%,-8.0%,-3.9
CC(C)Oc1ccccc1C1Nc2ccccc2C(=O)N1c1ccc2c(c1)OCCO2 (stereo not drawn),-1.5%,10.8%,15.1%,17.0%,-32.3%,u,14.6%,-21.2%,-18.8
CC(C)(C)C1CCc2c(sc(NC(=O)c3ccc(Cl)cc3)c2C(=O)NCc2ccco2)C1 (stereo not drawn),0.0%,-21.7%,8.5%,54.9%[activator],3.8%,-0.5%[59 µM],1.0%,-6.9%,0.8
O=C(c1ccc(NS(=O)(=O)c2ccccc2)cc1)N1CCOCC1,7.0%,-9.3%,15.7%,24.2%,7.8%,-11.2%,-0.2%,-7.7%,0.3
CC(=O)c1nn(-c2ccccc2)cc1C(=O)c1cccc(Br)c1,2.7%,-3.5%,24.7%,17.1%,6.9%,u,2.5%,-2.9%,-3.5
Cc1[nH][nH]c(=O)c1C(c1ccc(Cl)cc1)c1c(C)[nH][nH]c1=O,0.6%,-5.8%,-43.6%,36.4%,-0.3%,-2.4%,11.5%,-17.8%,-12.5
CCOC(=O)c1cccc(NS(=O)(=O)c2c(C)nc3sc(C)cn3c2=O)c1,7.8%,-17.5%,-8.8%,6.8%,-4.0%,6.3%[59 µM],-10.2%,-19.4%,-3.5
CCOC(=O)C1(Cc2cccc(Cl)c2)CCCN(C(=O)C2CC2)C1 (stereo not drawn),-1.9%,6.7%,-2.1%,52.7%[activator],3.8%,x,0.0%,5.5%,-1.8
O=C(OCc1cc([N+](=O)[O-])cc2c1OCOC2)c1cccnc1SC(F)F,10.0%,35.8%[activator],-14.5%,3.7%,-0.4%,u,5.5%,-26.9%,5.5
CCCCN(C(C)=O)c1ccc(S(=O)(=O)NC2=NCCCCC2)cc1NC(C)=O,-1.3%,5.5%,9.4%,30.8%,x,x,-2.6%,-6.5%,-0.7
CC(C)(C)c1cc(C(=O)C[n+]2ccc(C(=O)NCCCO)cc2)cc(C(C)(C)C)c1O,6.7%,-18.2%,4.7%,-1.4%,-5.9%,1.8%,0.0%,-13.1%,1.7
O=C(Nc1ccccc1)c1nccn1Cc1ccc(F)cc1,9.5%,1.2%,14.6%,32.5%,-3.2%,29.3%,-0.7%,9.0%,1.8
Nc1cc(=O)[nH]c(SC/C=C/c2ccccc2)n1,1.4%,13.0%,11.8%,18.1%,3.7%,-12.9%[0.0925 µM],5.5%,-6.2%,-2.9
Cc1c(Cl)cccc1NC(=S)NCC(O)c1ccccc1 (stereo not drawn),9.9%,u,10.0%,5.4%,-12.4%,x,-0.7%,-14.3%,-3.8
CCC1COCCS(=O)(=O)N1Cc1ccccc1 (stereo not drawn),-2.5%,24.7%,3.8%,8.7%,9.2%,-8.6%,3.3%,-17.5%,3.9
CCN(CC(=O)Nc1cc(Cl)ccc1C)C(=O)C1CC(=O)N(Cc2ccccc2)C1 (stereo not drawn),-4.8%,-6.9%,11.2%,14.7%,3.7%,-53.4%,2.1%,2.4%,-6.7
CCC1CCCCN1CC(O)COCc1cccc(OC)c1 (stereo not drawn),3.7%,-10.2%,40.0%,-8.0%,-15.8%,13.0%,-13.1%,-7.7%,-3.6
O=C(CN1CCCCCC1)Nc1ccccc1Cl,14.4%,2.2%,1.5%,59.4%[activator],-2.9%,-2.2%,4.1%,2.7%,-3.2
Cc1ccc(NC(=O)C2CCCN2S(=O)(=O)c2cccc3cccnc23)c(C)c1 (stereo not drawn),8.3%&4.7%,6.6%&-14.0%,1.4%&4.9%,6.7%[57 µM],-0.5%&-12.0%,3.6%,-0.7%&0.0%,-12.5%&-6.9%,2.1&1.9
CC(C)c1nc2sc3c(N4CCCCC4)ncnc3c2c2c1CCCC2,9.4%,-22.9%,-12.7%,68.1%[activator],1.0%,12.7%[59 µM],2.2%,12.4%,-0.6

# Pulled by structure from above:
SMILES,ERG Ets-DNA blk,ALOX12 inh,RGS4 inh,HP1b binding inh,BAZ2B block,G9a block,GLS inh,JMJD2A Tudor inh,PI4K2A block
COC(=O)c1ccc(N2CCOCC2)c(F)c1,0.0%,21.1%,2.0%,18.9%,9.8%,23.5%,1.4%,-4.1%,0.7
CCC1COCCS(=O)(=O)N1Cc1ccccc1 (stereo not drawn),-2.5%,24.7%,3.8%,8.7%,9.2%,-8.6%,3.3%,-17.5%,3.9

# Returning to the listing, repeating the 3 entries before the break.
SMILES,ERG Ets-DNA blk,ALOX12 inh,RGS4 inh,HP1b binding inh,BAZ2B block,G9a block,GLS inh,JMJD2A Tudor inh,PI4K2A block
O=C(CN1CCCCCC1)Nc1ccccc1Cl,14.4%,2.2%,1.5%,59.4%[activator],-2.9%,-2.2%,4.1%,2.7%,-3.2
Cc1ccc(NC(=O)C2CCCN2S(=O)(=O)c2cccc3cccnc23)c(C)c1 (stereo not drawn),8.3%&4.7%,6.6%&-14.0%,1.4%&4.9%,6.7%[57 µM],-0.5%&-12.0%,3.6%,-0.7%&0.0%,-12.5%&-6.9%,2.1&1.9
CC(C)c1nc2sc3c(N4CCCCC4)ncnc3c2c2c1CCCC2,9.4%,-22.9%,-12.7%,68.1%[activator],1.0%,12.7%[59 µM],2.2%,12.4%,-0.6
COc1cccc(NC(=O)N2CCC(N3CCCCC3)CC2)c1,-14.1%,140.7%[activator],-12.7%,33.7%,-0.9%,18.7%[59 µM],-3.0%,-6.9%,-1.1
O=C(CCc1ccc(O)cc1)c1c(O)cc(O)cc1O[C@@H]1O[C@H](CO)[C@@H](O)[C@H](O)[C@H]1O,5.8%,8.3%,-23.0%,25.1%,-33.9%,-4.3%[12.7 µM],18.0%,-8.6%,-5.9
CC1=NC(=O)C(N=Nc2ccccc2)N1c1ccccc1 (stereo not drawn),0.3%,84.1%[activator],12.2%,-31.6%,8.91µM*,8.91µM*,24.6%,11.2µM*,-1.3
CC1(C(=O)NCCOc2ccccc2Cl)CC1(Cl)Cl (stereo not drawn),-8.9%,4.3%,-5.7%,33.1%,-0.9%,10.4%,1.0%,-2.1%,-4.0
COc1ccc(CCC(=O)N/N=C(\C)c2ccc3c(c2)OCO3)cc1,-14.0%,6.0%,1.4%,8.6%,-10.3%,x,1.8%,-22.8%,3.9
Cc1cc(C(=O)NCc2ccccc2F)cs1,-5.9%,9.2%,1.4%,22.2%,53.1%[activator],-9.7%[59 µM],-6.7%,-2.8%,-0.1
NC(=S)N/N=C/c1coc2ccc(Cl)cc2c1=O,-4.2%,u,-29.2%,33.3%,-17.3%,-23.2%,-21.8%,-9.8%[11.4 µM],2.0
C[C@H](NC(=O)c1ccc(C(C)(C)C)cc1)C(=O)N1CCOCC1,-0.8%,-0.1%,21.5%,20.0%,x,x,-5.1%,-8.8%,6.9
Cc1ccc(-c2cc(-c3ccccc3[N+](=O)[O-])[nH]n2)c(O)c1,-3.5%,u,-11.3%,-5.7%,u,20.4%[0.501 µM],16.4%,u,-1.7
Cc1ccc(OCc2nnc(SCC(=O)c3cccc([N+](=O)[O-])c3)n2C)cc1,-2.7%,-11.5%,u,13.4%,6.8%,u,12.1%,-35.3%,9.9
COC(=O)Cn1c(=NC(=O)C(C)(C)C)sc2c(C)cc(C)cc21,-6.7%,1.0%,-12.3%,31.5%,-3.1%,5.5%[59 µM],0.1%,-8.5%,-1.1
CC(C)(C)c1cc(C(C)(C)C)n(-c2ccccc2)n1,-6.0%,1.2%,-5.5%,40.5%[activator],10.9%,27.2%[59 µM],-1.5%,13.5%,-1.6
CC[C@]12c3[nH]c4ccccc4c3CCN1C(=O)C(CC(=O)NCCC1=CCCCC1)C[C@@H]2C(=O)N1CCN(C(=O)C2CC2)CC1 (stereo partly drawn),-7.6%,0.8%,7.6%,29.2%,x,x,-3.5%,-13.0%,-1.7
Cc1ccccc1-c1noc(-c2ccccc2C(=O)O)n1,8.6%,12.4%,18.8%,61.6%[activator],-11.4%,u,20.7%,4.1%,-8.2

# These rows are one share of the data, so the mix of outcomes need not match the whole.
